E-sel inducer = induces E-selectin expression in human endothelial cells | P16581 | HUVEC E-selectin immunofluorescence imaging; normalized: neutral wells 0, TNF-alpha wells 100 | activation, % at 7.58 µM | 0.37% of 260,000 active;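 active = mean E-selectin-positive cell signal at least 10% of the positive control, reached in at least 60% of replicates, without over 20% cell loss; inconclusive = no rule given, readout overlaps actives, possibly toxicity-flagged; inactive = the rest, including those meeting only one limit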;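 also: in these data hits start at about 27%; measured in HUVEC primary endothelial cells; signal is the percent of cells scored E-selectin positive by PE staining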
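System: HUVEC, human umbilical vein endothelial cells; quantity: 3,000 cells/well; buffer or medium: EGM-2 medium, gelatin-coated wells; dosing: single-point compound dose; detection: immunofluorescence imaging; evaluation: % PE-positive cells; benchmarks: TNF-alpha, DMSO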
RAD52 anneal inh = inhibitors of human RAD52 DNA annealing; P43351; recombinant RAD52 DNA annealing, FRET fluorescence; inhibition, % at 18.7 µM; 0.46% of 360,000 active; AID 651710;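 active = every replicate showing at least 50% inhibition; inconclusive = mean inhibition at least 50% but not in every replicate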
Target sequence (P43351 whole entry, looked up): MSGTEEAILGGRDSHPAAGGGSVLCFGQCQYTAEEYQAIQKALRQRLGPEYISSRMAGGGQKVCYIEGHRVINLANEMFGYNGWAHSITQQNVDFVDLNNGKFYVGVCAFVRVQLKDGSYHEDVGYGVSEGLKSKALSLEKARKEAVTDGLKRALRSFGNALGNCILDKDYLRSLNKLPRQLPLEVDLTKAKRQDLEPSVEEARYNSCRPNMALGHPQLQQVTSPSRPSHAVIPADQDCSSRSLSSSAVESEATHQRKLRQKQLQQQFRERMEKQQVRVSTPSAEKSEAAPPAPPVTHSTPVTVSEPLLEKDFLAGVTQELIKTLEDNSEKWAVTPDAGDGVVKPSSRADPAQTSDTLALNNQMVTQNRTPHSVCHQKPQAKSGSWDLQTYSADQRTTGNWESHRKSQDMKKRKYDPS
PglD DTNB = PglD (C. jejuni) enzyme inhibition | purified PglD enzyme, DTNB colorimetric CoA detection | inhibition, % at 12.5 µM | 0.098% of 360,000 active | AID 602405; in the data active = inhibition above about 16%, passing the limit was not always enough; inconclusive = no clear call, values can overlap the other calls; also: strong numbers were not always called active
Casp6 inh = blocks human caspase-6 cleavage activity; P55212; purified caspase-6, Z-VEID-R110 cleavage fluorescence; inhibition, % at 12.5 µM; 0.53% of 350,000 active;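 active = mean inhibition across replicates at least about 35%, with every replicate also reaching that limit, limit read from the data; inconclusive = only one of the two criteria met; inactive = neither criterion met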;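 also: 0% = median of neutral control wells and 100% = no fluorescence left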
Target sequence (P55212 24-179 limits assumed): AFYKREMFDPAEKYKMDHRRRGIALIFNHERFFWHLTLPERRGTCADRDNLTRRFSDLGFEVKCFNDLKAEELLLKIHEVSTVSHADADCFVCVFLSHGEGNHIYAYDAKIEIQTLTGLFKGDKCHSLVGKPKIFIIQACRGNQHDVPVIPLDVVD
Target sequence (P55212 194-293 limits assumed): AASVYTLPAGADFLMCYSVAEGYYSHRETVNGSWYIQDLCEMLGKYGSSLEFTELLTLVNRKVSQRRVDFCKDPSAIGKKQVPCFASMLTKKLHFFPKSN
ERp5 block = blocks human ERp5 reductase activity on insulin | Q15084 | ERp5 insulin aggregation, absorbance 650 nm, 90 min | inhibition, % at 9.99 µM | 0.05% of 350,000 active | AID 651711;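 active = mean replicate inhibition above about 25%, with every replicate also reaching it, limit read from the data, passing the limit was not always enough; inconclusive = only one of those two criteria met; inactive = neither criterion met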
esBAF inh = SWI/SNF esBAF complex inhibition; mouse ES cells, Bmi1-luciferase knock-in reporter, 24 h; 100% = twice the neutral-well signal; reporter increase, % at 12.5 µM; 2% of 350,000 active; AID 602393; in the data active = activation above about 40%; inconclusive = no clear call, values can overlap the other calls;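 also: 0% = median of the plate's neutral control wells and 100% = double that signal; a rise in the Bmi1 reporter signal indicates esBAF inhibition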
ARNT-TACC3 inh = disrupts binding between human ARNT and TACC3; AlphaScreen His-ARNT PAS-B/GST-TACC3 binding, luminescence; TACC3 fragment carries E629A point mutation; inhibition, % at 9.99 µM; 0.66% of 390,000 active; AID 623870;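 active = mean inhibition of replicates at least 50% and at least half of replicates each reaching 50%; inconclusive = half or more replicates reach 50% but mean below 50%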;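 also: 0% = complete ARNT plus TACC3 wells and 100% = ARNT alone without TACC3; many hits fall short of the cut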
RAD54 branch = RAD54 (human) branch migration inhibition; RAD54 Holliday junction branch migration, FAM/BHQ fluorescence; inhibition, % at 10.4 µM; 0.14% of 360,000 active;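 active = mean normalized replicate activity at least 40 and at least half of replicates scoring 40 or more; inconclusive = only one of the two criteria met; inactive = mean below 40 and under half of replicates reaching 40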;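 also: 0% = median of neutral control wells and 100% = median of positive control wells; inhibitors cause a drop in the FAM fluorescence signal; in these data hits start at about 50%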
* hit, by the source's call; u = inconclusive; x = not tested or not shown; & = joins results of further samples.

SMILES	E-sel inducer	RAD52 anneal inh	PglD DTNB	Casp6 inh	ERp5 block	esBAF inh	ARNT-TACC3 inh	RAD54 branch
C[C@H]1CN([C@@H](C)CO)S(=O)(=O)c2ccc(C#Cc3ccncc3)cc2O[C@H]1CN(C)C(=O)C1CCC1	0.1	-19	-2	1	-6	8	2	6
COc1ccc2sc(N(CCCN(C)C)C(=O)c3ccc(C(=O)c4ccccc4)cc3)nc2c1	x	4	-4	-27	-5	x	13	21
CCCc1cc(=O)oc2cc(C)cc(OCc3nn[nH]n3)c12	x	x	1	x	x	-6	0	4
COc1ccc(S(=O)(=O)NC2CCCCC2)cc1F	-0.1	-5	-6	0	3	x	-5	7
Cc1cc(C)c(NS(=O)(=O)c2c(C(=O)N3CCOCC3)c(C)n(C)c2C)c(C)c1	x	-10	0	7	-2	-11	-1	6
CNC(=O)C[C@@H]1CC[C@@H]2[C@H](COC[C@H](O)CN2S(=O)(=O)c2cccc(Cl)c2)O1	0.0	8	1	1	2	-4	-3	0
C[C@@H]1CN([C@H](C)CO)C(=O)c2cc(N(C)C)ccc2O[C@@H]1CN(C)S(=O)(=O)c1cn(C)cn1	1.7	0	-2	4	-1	3	-1	3
CCOc1ccc(NC(=O)C(c2ccccn2)N(C(=O)CCl)c2ccc(OC)cc2)cc1 (centres undefined)	x	-13	x	-1	6	x	17	x
CN(C)S(=O)(=O)c1ccc(NC(=O)CSc2nnc(-c3ccco3)o2)cc1	x	3	0	-1	-4	4	6	-20
COc1ccccc1-n1c(SCC(=O)N(C)C)nnc1-c1ccco1	x	-26	-4	-1	3	14	-4	1
CN(C)CCCN(C(=O)c1ccc(S(=O)(=O)N(C)Cc2ccccc2)cc1)c1nc2c(F)cccc2s1	x	29	6	6	-2	-6	0	13
Cc1ccc(OCCC(=O)Nc2c(C)n(C)n(-c3ccccc3)c2=O)cc1	x	x	-3	x	x	4	-1	-1
S=c1[nH]nc(-c2cc(-c3ccccc3)n[nH]2)n1/N=C/c1ccc(Br)s1	0.0	-9	x	2	-1	x	1	x
Cc1ccc(C(O)c2ncc(-c3ccc(F)cc3)[nH]2)c(C)c1 (centres undefined)	-0.3	0	1	-3	-8	1	x	-3
Cc1ccc(S(=O)(=O)N(C)C[C@H]2Oc3ccc(NC(=O)CCC(F)(F)F)cc3C(=O)N([C@H](C)CO)C[C@H]2C)cc1	0.5	-15	-2	x	3	1	-3	7
O=c1c2ccccc2ncn1Cc1ccco1	x	0	3	-8	-2	3	-4	5
Cc1c(C)c2ccc(OCC(=O)Nc3ccc(CN4CCOCC4)cc3)cc2oc1=O	0.2	-23	1	0	9	-3	-3	-2
CC=Cc1ccc2n(c1=O)C[C@@H]1[C@@H](CO)[C@H](C(=O)NCCc3cn(C)cn3)[C@H]2N1C(=O)C1CCC1 (mixture of isomers)	0.1	9	x	2	-3	x	x	x
Cn1cccc1C(=O)OCC(=O)NC(=O)c1ccc(Cl)cc1	0.0	-13	-2	-1	-3	5	-1	-10
Oc1ccccc1O	-2.4	-6	8	7	-2	-11	-21	4

3 entries from above in a different format.
| smiles | E-sel inducer | RAD52 anneal inh | PglD DTNB | Casp6 inh | ERp5 block | esBAF inh | ARNT-TACC3 inh | RAD54 branch |
| --- | --- | --- | --- | --- | --- | --- | --- | --- |
| CN(C)CCCN(C(=O)c1ccc(S(=O)(=O)N(C)Cc2ccccc2)cc1)c1nc2c(F)cccc2s1 | x | 29 | 6 | 6 | -2 | -6 | 0 | 13 |
| Cc1ccc(OCCC(=O)Nc2c(C)n(C)n(-c3ccccc3)c2=O)cc1 | x | x | -3 | x | x | 4 | -1 | -1 |
| S=c1[nH]nc(-c2cc(-c3ccccc3)n[nH]2)n1/N=C/c1ccc(Br)s1 | 0.0 | -9 | x | 2 | -1 | x | 1 | x |

The listing continues.
SMILES	E-sel inducer	RAD52 anneal inh	PglD DTNB	Casp6 inh	ERp5 block	esBAF inh	ARNT-TACC3 inh	RAD54 branch
CN(C)c1cc[n+](CC(=O)Nc2c(Cl)cc(Cl)cc2Cl)cc1	x	-12	x	-1	2	2	-19	x
C[C@H]1CN([C@@H](C)CO)C(=O)CCCn2nncc2CO[C@@H]1CN(C)S(=O)(=O)c1ccc(Oc2ccccc2)cc1	0.2	29	4	0	-3	-7	x	-12
C[C@H]1CN([C@@H](C)CO)C(=O)c2cc(NC(=O)CCCCCC(=O)Nc3ccccc3N)ccc2O[C@@H]1CN(C)Cc1ccncc1	x	-11	-1	0	8	0	6	-5
CC1=NC(Nc2nc(C)c3ccccc3n2)=NC(C)(C)C1	x	x	0	x	x	-11	11	28
CCOC(=O)N(C)C[C@@H]1OCc2cnnn2CCCC(=O)N([C@H](C)CO)C[C@@H]1C	5.2&-0.1	-1&8&12	-3&2&0	6&1&-2	-2&-1&-3	0&1&-1	1&0	-1&6&6
COc1ccc(S(=O)(=O)N2CCOCC2)cc1NC(=O)C1CC(=O)N(c2ccc3c(c2)OCCO3)C1 (centres undefined)	-0.2	-17	3	-8	-3	-5	x	-5
Cc1ccc(NC(=S)NCCc2c[nH]c3ccccc23)cc1	x	x	-2	x	x	22	9	-5
Cc1c(OCC(=O)NC2CC(C)(C)NC(C)(C)C2)ccc2c3c(c(=O)oc12)CCC3	x	-1	3	-2	3	0	-1	14
O=S(=O)(NC(=NCCc1ccc(Cl)cc1)c1ccccc1Cl)c1cccs1	u	-10	x	-1	1	x	2	x
CN(C[C@@H]1N[C@H](CO)[C@@H]1c1ccc(C2=CCCC2)cc1)S(C)(=O)=O	-0.2	-41	-3	-3	-6	-24	3	-5
Nc1ccccc1SCc1c(Cl)cccc1Cl	0.2	-12	x	1	-6	x	-2	x
CCC(C)CCN1CCN=C1N(C)C (centres undefined)	-0.1	36	-1	0	-5	-1	-3	-19
O=C1CSC(=Nc2ccc(F)cc2)N1	0.0	-43	-4	-1	-2	8	x	-10
CC1(C(=O)NCc2cccc3ccccc23)CCN1C(=O)C1(c2ccccc2)CC1 (centres undefined)	-0.2	-6	5	3	-3	-6	x	-12
COc1ccc(CN(C)C[C@@H]2OCCCC[C@H](C)Oc3ccc(NS(=O)(=O)c4ccc(OC)cc4)cc3C(=O)N([C@@H](C)CO)C[C@@H]2C)cc1	-0.1	x	-2	x	x	3	-3	-1
O=C(CS(=O)c1ccc(Br)cc1)N1CCOCC1 (centres undefined)	0.0	-14	-7	-2	5	-1	-10	-5
CC(C)C(NC(=O)c1ccccc1)c1nnc(SCC(=O)NC2CCCC2)n1C (centres undefined)	x	-9	1	x	1	-1	-22	4
CCCCNC(=O)c1nc(-c2ccncc2)oc1-c1ccc(OC(F)(F)F)cc1	-1.6	3	x	-2	-6	x	x	x
O=C(COC(=O)CNS(=O)(=O)c1ccc2ccccc2c1)Nc1ccccc1Sc1ccccc1	0.5	-38	x	3	6	x	-2	x
CCc1nn2c(=O)c(S(=O)(=O)Nc3ccccc3)c(C)nc2s1	-0.2	-13	4	1	3	-4	-5	4

5 entries already listed, sorted by molar mass, smallest number first:
SMILES	E-sel inducer	RAD52 anneal inh	PglD DTNB	Casp6 inh	ERp5 block	esBAF inh	ARNT-TACC3 inh	RAD54 branch
Oc1ccccc1O	-2.4	-6	8	7	-2	-11	-21	4
CCC(C)CCN1CCN=C1N(C)C (centres undefined)	-0.1	36	-1	0	-5	-1	-3	-19
CC=Cc1ccc2n(c1=O)C[C@@H]1[C@@H](CO)[C@H](C(=O)NCCc3cn(C)cn3)[C@H]2N1C(=O)C1CCC1 (mixture of isomers)	0.1	9	x	2	-3	x	x	x
C[C@H]1CN([C@@H](C)CO)S(=O)(=O)c2ccc(C#Cc3ccncc3)cc2O[C@H]1CN(C)C(=O)C1CCC1	0.1	-19	-2	1	-6	8	2	6
CN(C)CCCN(C(=O)c1ccc(S(=O)(=O)N(C)Cc2ccccc2)cc1)c1nc2c(F)cccc2s1	x	29	6	6	-2	-6	0	13

(listing goes on)
SMILES	E-sel inducer	RAD52 anneal inh	PglD DTNB	Casp6 inh	ERp5 block	esBAF inh	ARNT-TACC3 inh	RAD54 branch
CO[C@@H]1CN(C)C(=O)c2ccc(NC(=O)Nc3cccc(F)c3)cc2OC[C@H](C)N(C(=O)Nc2c(C)noc2C)C[C@@H]1C	5.1	-10	0	2	-1	-3	17	-6
CC(=O)c1ccc(NC(=O)Nc2ccc3c(c2)N(C)C(=O)CS3)cc1	x	x	1	x	x	16	-1	-10
C[C@@H]1CN([C@H](C)CO)S(=O)(=O)c2ccc(C3=CCCC3)cc2O[C@@H]1CN(C)Cc1ccccn1	-1.9	-3	2	-2	-4	0	11	4
Cc1ccc(OCC(=O)Nc2ccccc2C(=O)NC2CC2)cc1C	x	-2	x	-4	2	x	1	1
CCOC(=O)c1c(NC(=O)c2ccccc2N(C)S(=O)(=O)c2ccccc2)sc2c1CCCC2	4.9	-1	-4	4	3	x	1	-1
CSc1ccc(/C=C(\C(=O)O)c2ccc(S(=O)(=O)N3CCCC3)s2)cc1	-0.2	-18	1	46*	7	-5	-2	-12
CCOCCc1nn2c(=O)cc(CSCC(=O)Nc3ccc(OC)cc3)nc2s1	x	3	0	0	-5	-1	0	-7
COc1ccccc1S(=O)(=O)N[C@@H]1C=C[C@H](CC(=O)N2CCN(C)CC2)O[C@H]1CO	-0.3	-2	-2	10	0	5	4	-8
CCN=C1S/C(=C\c2cn(CC(=O)NCCOC)c3ccccc23)C(=O)N1CC	1.8	-44	-12	x	0	-2	-4	-1
N#C[C@@H]1[C@H](c2ccccc2)[C@H](CO)N1C(=O)CN1CCOCC1	0.4	-9	-1	-4	3	2	0	2
O=C(CN1CCOCC1)Nc1cc(C(F)(F)F)ccc1Cl	-0.1	6	-4	-1	-4	-1	0	-8
C[C@H](CO)N1C[C@H](C)[C@@H](CN(C)C(=O)Nc2ccc(C(F)(F)F)cc2)OCCCC[C@H](C)Oc2ccc(NC(=O)NC3CCCCC3)cc2C1=O	x	-20	3	-2	-3	1	11	-3
COc1ccc(Cl)cc1N1C(=O)C2CCCN2C1c1ccc(F)cc1 (centres undefined)	-0.1	-4	8	2	3	-7	-6	-8
COC(=O)c1cc(S(=O)(=O)Nc2ccsc2C(=O)OC)oc1C	-0.5	-9	1	2	5	5	1	-6
CNC[C@H]1Oc2ccc(NC(=O)NC(C)C)cc2C(=O)N([C@@H](C)CO)C[C@H]1C	-2.6	2	0	2	4	1	0	1
CC(Cc1nnc(SCC(=O)O)n1N)c1ccccc1 (centres undefined)	0.0	-7	-5	-1	-1	3	-7	-7
CSc1nnc2ccc(-c3ccccn3)nn12	0.7	-3	3	-1	3	12	34	4
CCC1CCCCN1S(=O)(=O)c1ccc2[nH]c(=O)ccc2c1 (centres undefined)	0.0	-6	4	10	-6	0	2	0
CC(=O)N1CCc2cc(S(=O)(=O)NCC(=O)NCc3ccc(Cl)cc3)ccc21	x	4	-1	-1	2	-2	6	2
CC(=O)CC(=O)Nc1ccn(-c2ccccc2)n1	x	x	1	x	x	5	0	8
CCCC(c1nnnn1Cc1cccs1)N1CCN(C2CCCC2)CC1 (centres undefined)	x	x	-7	x	x	0	-6	-4
CNC(=S)NNC(=O)c1cn(C)nc1C	-0.3	-20	x	-2	0	x	-8	x
Cc1ccc(S(=O)(=O)N[C@H]2CC[C@H](CCn3cc(-c4cccc(F)c4)nn3)O[C@H]2CO)cc1	0.7	0	4	0	-3	-4	2	-2
O=[N+]([O-])c1ccc(O)c(N=Cc2sc3ccccc3c2O)c1	x	-17	-2	4	-1	x	5	3

High-throughput results: PubChem, Broad Institute
